PhoP GFP inhibition: PhoP regulon inhibitors, Salmonella typhi PhoP promoter GFP reporter, confirmatory (AID 1850). Salmonella Typhi PhoP-promoter GFP reporter, fluorescence, 4 h; higher % means a stronger effect. 310,000 compounds, 0.33% hits. one-dose inhibition, % at 50 µM; IC50 in µM for titrated hits; in the data active means a potency from the dose series; inconclusive means inhibition mostly from about 25% at the one dose, without a potency; inactive means the rest, 99 in 100 with inhibition below about 19%;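 further: 0% = induced wells with vehicle and 100% = uninduced wells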
VEEV TC-83 Vero: inhibitors of VEEV TC-83 cytopathic effect, confirmation, Vero cells (AID 588727). Vero cells, VEEV TC-83 cytopathic effect inhibition; higher % means a stronger effect. one-dose inhibition, % at 20 µM; IC50 in µM for titrated hits. 350,000 compounds, 0.13% hits; in the data active means a potency from the dose series; inconclusive means inhibition mostly from about 14% at the one dose, without a potency; inactive means the rest, 99 in 100 with inhibition below about 12%; further: strong numbers were not always called active
M. tuberculosis: growth inhibition of non-replicating M. tuberculosis (AID 488890); Mycobacterium tuberculosis non-replicating, growth inhibition; higher % means a stronger effect; inhibition, % at 25 µM; hits with a dose series show IC50 in µM; 320,000 compounds, 0.39% hits; in the data active means a potency from the dose series; inconclusive means inhibition mostly from about 82% at the one dose, without a potency; inactive means the rest, 99 in 100 with inhibition below about 76%;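 further: plate controls were DMSO cells for no effect and high antibiotic wells for full effect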
M. tuberculosis HTS: M. tuberculosis growth inhibition, HTS (AID 449762). inhibition, % at 25 µM; hits with a dose series show IC50 in µM. 330,000 compounds, 0.59% hits. M. tuberculosis H37Rv growth inhibition, 7H9 media; higher % means a stronger effect; in the data active means a potency from the dose series; inconclusive means inhibition above about 70% without an active follow-up result;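 further: bacterial growth assessed after seven days of incubation; strong numbers were not always called active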
influenza NS1A: NS1A inhibition, H1N1 influenza, cell based functional assay (AID 504329). NS1A functional cell-based assay, percent inhibition; higher % means a stronger effect. inhibition, % at 12.5 µM, or IC50 in µM where a hit was titrated. 340,000 compounds, 0.3% hits; in the data active means a potency from the dose series; inconclusive means inhibition above about 27% without an active follow-up result; further: strong numbers were not always called active
VEEV TC-83 Vero 10K pilot screen: recorded beside VEEV TC-83 Vero, whose call it bears; inhibition, %; measured here: 10K pilot screen inhibition
* = called active by the depositor; i = inactive; ? = inconclusive; nt = not tested or not shown; & = joins results of further samples.

Start of the data: the first five compounds, to show the layout:
SMILES | PhoP GFP inhibition | VEEV TC-83 Vero | M. tuberculosis | M. tuberculosis HTS | influenza NS1A | others
O=C(Nc1nc2cc3c(cc2s1)OCCO3)c1ccc(N2C(=O)CCC2=O)cc1 | -15% | 1.7% | 3% | 1% | -8%
O=C(O)Cc1ccc(NC(=O)Nc2ccc3c(c2)OCO3)cc1 | -6% | 3.9% | nt | -5% | -12%
CC12CCCCC1NS(=O)(=O)OC2 (stereo not given) | -32% | 0.2% | 0% | 23% | 7%
Cc1cc(C)n2nc(SCC(=O)Nc3ccc(F)cc3)nc2n1 | 1% | i | -42% | -17% | 14%
CCCNc1c(NS(=O)(=O)c2ccc(C(C)(C)C)cc2)c(=O)oc2ccccc12 | 7% | 1.0% | 5% | 1% | -1%

The list itself, repeating the preview:
SMILES | PhoP GFP inhibition | VEEV TC-83 Vero | M. tuberculosis | M. tuberculosis HTS | influenza NS1A | others
O=C(Nc1nc2cc3c(cc2s1)OCCO3)c1ccc(N2C(=O)CCC2=O)cc1 | -15% | 1.7% | 3% | 1% | -8%
O=C(O)Cc1ccc(NC(=O)Nc2ccc3c(c2)OCO3)cc1 | -6% | 3.9% | nt | -5% | -12%
CC12CCCCC1NS(=O)(=O)OC2 (stereo not given) | -32% | 0.2% | 0% | 23% | 7%
Cc1cc(C)n2nc(SCC(=O)Nc3ccc(F)cc3)nc2n1 | 1% | i | -42% | -17% | 14%
CCCNc1c(NS(=O)(=O)c2ccc(C(C)(C)C)cc2)c(=O)oc2ccccc12 | 7% | 1.0% | 5% | 1% | -1%
Cc1cc(C)nc(CCNC(=O)CC2C(=O)NCCN2Cc2ccccc2)n1 (stereo not given) | -5% | 0.0% | -20% | -11% | 7%
CC(=O)N1CCc2cc(N=NC3=C(O)CC(C)(C)CC3=O)ccc21 | -1% | 2.4% | 24% | 27% | -11%
Cc1ccc(C)c(N(CC(=O)Nc2cc(Cl)ccc2Oc2ccccc2)S(C)(=O)=O)c1 | -2% | 2.9% | 15% | 15% | 1%
CCn1cc(C(=O)NCc2ccncc2)c(=O)c2cc(F)c(N3CCN(C(=O)c4ccco4)CC3)cc21 | 2% | 8.9% | 48% | 3% | nt
O=C(NNC(=O)c1cccs1)c1ccc(Cl)c(Cl)c1 | -2% | 0.1% | 51% | -2% | -10%
Cn1c(=O)c2c(-c3ccccc3)n(N3CCOCC3)cc2n(C)c1=O | -5% | 1.4% | -5% | 1% | 11%
C=CCN1C(=O)CN=C1Nc1ccccc1 | 4% | 2.4% | 5% | 2% | 5%
O=C(OC1CCN(c2ccc([N+](=O)[O-])cc2)CC1)c1ccccc1 | -4% | i | 30% | -3% | 11%
CNc1nc(N)c([N+](=O)[O-])c(Nc2ccccc2OC)n1 | 2% | 2.4% | -8% | 5% | 6%
COc1ccc(CCNC(=O)C2CCCN(S(=O)(=O)c3ccc(F)cc3)C2)cc1 (stereo not given) | -4% | 5.0% | -2% | -8% | -9%
COc1cccc(-c2n[nH]c(=S)n2Cc2ccco2)c1OC | -4% | 2.8% | 24% | -13% | 1%
NS(=O)(=O)c1ccc(NC(=O)CN2C(=O)c3ccccc3C2=O)cc1 | 6% | 0.3% | -12% | -1% | -12%
CC1=C(C(=O)N2CCOCC2)C(c2ccc(OC(F)F)cc2)NC(=S)N1c1ccccc1 (stereo not given) | -14% | 0.3% | -4% | 1% | 1%
CN1CCN(CC(=O)N/N=C\c2c[nH]c3ccccc23)CC1 | -2% | nt | -10% | -7% | nt
COC(=O)c1ccc(C(=O)NC2CCCc3c2cnn3-c2cc(F)cc(F)c2)nc1 (stereo not given) | -6% | 10% | 9.6µM* | ? | -10%
O=[N+]([O-])c1ccccc1Oc1ncccc1[N+](=O)[O-] | -16% | 1.4% | 2% | 15% | 1%
CC(C)Cn1c(SCC(=O)N2CCCCC2)nc2ccccc2c1=O | -12% | 7.4% | 39% | 7% | 1%
CCOC(=O)C1=C(C)NC(=S)NC1c1ccc(OC(=O)c2ccco2)cc1 (stereo not given) | -3% | 1.1% | 20% | -6% | -3% | VEEV TC-83 Vero 10K pilot screen=0.0
CN(C(=O)COC(=O)/C=C/c1cccs1)C1CCCCC1 | nt | 2.5% | 16% | 1% | 3%
COc1ccccc1N=C1SC(C(=O)Nc2ccc(F)cc2)CC(=O)N1C (stereo not given) | 2% | 1.7% | -1% | 1% | 3%
SMILES | PhoP GFP inhibition | VEEV TC-83 Vero | M. tuberculosis | M. tuberculosis HTS | influenza NS1A | others
O=c1c(C(c2ccc(Cl)cc2)c2c(O)nc3n(c2=O)CCCS3)c(O)nc2n1CCCS2 | -6% | 3.5% | 8% | 7% | 5%
CC1CCN(C(=O)Nc2cccc(NC(=O)N3CCC(C)CC3)c2)CC1 | 6% | 1.1% | -2% | -4% | 0%
CN1CCN(C(=O)C2CCN(c3ncc(C(F)(F)F)cc3Cl)CC2)CC1 | 6% | 0.9% | -1% | -4% | 7%
CC(NCCS(=O)(=O)c1ccc(Cl)cc1)c1cccc(Cl)c1 (stereo not given) | 2% | 0.1% | 46% | -1% | 3%
O=C(Nc1ccc(N2CCOCC2)cc1N1CCOCC1)c1ccc(F)cc1 | nt | 1.4% | 16% | 1% | -4%
O=C(N[C@H]1C/C=C\C(c2ccc(F)cc2)N(Cc2ccccc2)C(=O)C1)OCC1c2ccccc2-c2ccccc21 (stereo not given in full) | nt | 0.4% | nt | nt | -7%
Cc1cccnc1NC(=O)c1ccc2c(c1)OCCO2 | 6% | 1.8% | 1% | -1% | 3%
COc1cccc(NS(=O)(=O)Cc2ccccc2)c1 | 2% | 5.3% | 16% | -12% | 7%
COc1ccccc1NC(=O)CSc1nnc(CC(=O)Nc2cccc(C(F)(F)F)c2)n1C | 9% | 2.7% | 10% | -7% | -2%
O=C(O)c1ccc(NCc2nc3ccccc3n2Cc2ccccc2F)cc1 | 17% | 0.7% | 26% | 2% | 17%
COCC1CCN(C(=O)c2oc3c(F)cccc3c2C)C1 (stereo not given) | -5% | 0.3% | 7% | -5% | -2%
CCc1noc(C)c1C(=O)Nc1ccc(F)c(F)c1 | 20% | 0.2% | -16% | -9% | -15%
O=C1CCCc2ccccc2N1Cc1ccccc1Cl | 4% | 0.9% | 36% | -2% | -3%
N#Cc1ccc2c(c1)nnn2-c1ccccc1 | -22% | i | 7% | 3% | nt
COc1ccc2c(c1OC)C(=O)OC2Nc1ncc(Br)cc1Br (stereo not given) | -4% | i | 6% | -6% | -8%
Nn1c(SCC(=O)Nc2ccc3c(c2)OCO3)nnc1C1CCCCC1 | 2% | 0.3% | -11% | -11% | -3%
CCOC(=O)c1c(-c2ccc(C)cc2)csc1NC(=O)c1cc2ccccc2oc1=O | 7% | i | 38% | 56% | -10%
O=C(c1cccc(S(=O)(=O)N2CCCC2)c1)N1CCN(Cc2ccccc2)CC1 | nt | 0.7% | -4% | 2% | 4%
COCCCNC(=O)CS(=O)Cc1nc(-c2ccccc2C)oc1C (stereo not given) | -2% | 1.2% | -22% | -8% | 2% | VEEV TC-83 Vero 10K pilot screen=0.4
Cc1ccnc(NC(=O)C2COc3ccccc3O2)c1 (stereo not given) | -3% | 3.1% | 2% | 9% | -5%
CN(C)CCCn1c(SCCN2C(=O)c3ccccc3C2=O)nc2ccccc2c1=O | 0% | 0.8% | -5% | -3% | -1%
O=C(COC(=O)[C@@H]1CC(O)CN1S(=O)(=O)c1ccc2c(c1)OCCO2)Nc1cc(F)ccc1F (stereo not given in full) | nt | 1.6% | 3% | 3% | -4%
COc1ccccc1C(=O)Nc1nnc(C)s1 | -5% | 3.4% | nt | nt | -4%
CC(C)c1nnc(NC(=O)CS(=O)(=O)Cc2ccccc2)s1 | -2% | 2.5% | -2% | 4% | -5%
Cc1nn(-c2ccccc2)c(C)c1NC(=O)COC(=O)c1cc(Br)ccc1O | -11% | 11% | 28% | -2% | 4%
SMILES | PhoP GFP inhibition | VEEV TC-83 Vero | M. tuberculosis | M. tuberculosis HTS | influenza NS1A | others
Cn1c(CNc2ccccc2O)nc2ccccc21 | -1% | 1.5% | 5.6µM* | 3µM* | 4%
CC(=O)c1c(C)[nH]c(C(=O)OCC(=O)c2c[nH]c3ccccc23)c1C | nt | 8.9% | 39% | 0% | -3%
CC(C)COc1ccc(C(=O)OCCN2CCOCC2)cc1 | nt | 3.9% | nt | nt | -3%
CN(C)CCCN(C(=O)c1ccc2ccccc2c1)c1nc2cc3c(cc2s1)OCO3 | -16% | 11% | 45% | 1% | 11%
Cn1c(=O)c2cc(NC(=O)c3ccccc3Cl)c(=O)oc2n(C)c1=O | 9% | 0.9% | 13% | 4% | -5%
O=C(C[C@H]1C/C=C\CCCCC(=O)OC[C@H]2CCCN2C1=O)N[C@H](CO)Cc1ccccc1 | nt | 0.4% | 12% | 2% | -7%
O=C(CCn1c(=O)[nH]c2ccccc2c1=O)Nc1ccccc1 | -10% | 2.6% | -8% | -3% | 11%
Nc1nc(NCCOCCO)nc(NCC2CCCO2)c1[N+](=O)[O-] (stereo not given) | 3% | 4.0% | -7% | 7% | -6%
Cc1ccc(C(=O)C(C)N2C(=O)NC(C)(c3ccccc3)C2=O)cc1 (stereo not given) | 1% | i | 26% | -1% | -7%
CCCc1nc2c(=O)n(C)c(=O)[nH]c2n1C | 13% | i | -18% | -5% | -5%
N#Cc1cc(C(=O)c2ccccc2O)cn(-c2ccc(Cl)cc2)c1=O | -5% | 3.6% | 15% | 5% | nt
CC1=CC(C)(C)Nc2ccc(OC(=O)C(Cc3ccccc3)N3C(=O)C4CCCCC4C3=O)cc21 (stereo not given) | -9% | 4.9% | 35% | 0% | -10%
CC1CN(C(=S)SCC(=O)c2ccccc2)CC(C)O1 (stereo not given) | -5% | i | ? | 8% | -2%
NS(=O)(=O)c1ccc(CCNC(=O)c2ccc(Cl)cc2[N+](=O)[O-])cc1 | 5% | 0.8% | -20% | 5% | 9%
Cc1ccc(C(=O)OCC(=O)N(CC(C)C)c2c(N)n(Cc3ccccc3)c(=O)[nH]c2=O)o1 | 1% | 1.8% | -4% | -12% | -7%
O=C(CN(c1ccccc1)S(=O)(=O)c1ccccc1)Nc1ccccc1C(=O)NCc1ccco1 | -7% | 9.3% | 49% | -7% | -1%
CC(=O)c1c(C)nn(CC(O)Cn2c3c(c4cc(C)ccc42)CCCC3=O)c1C (stereo not given) | 10% | i | 16% | -3% | -7%
CN1CCN(NC(=O)/C=C/c2ccc(C(C)(C)C)cc2)CC1 | 7% | 1.3% | 6% | -5% | -9%
O=C(O)c1cc(Cl)c2c(c1)OCO2 | 6% | i | -18% | -9% | 4%
COc1ccc(CCNC(=O)CN2C(=O)NC(C)(c3ccc([N+](=O)[O-])cc3)C2=O)cc1 (stereo not given) | -1% | 0.1% | -2% | -1% | 1%
COc1cc(/C=C/C(=O)OCC(=O)N2c3ccccc3NC(=O)C2(C)C)cc(OC)c1OC | nt | 8.2% | 9% | 1% | -4%
Cc1ccc(S(=O)(=O)NNC(=O)C2Cc3c(ccc4ccccc34)O2)cc1 (stereo not given) | 3% | i | 21% | -3% | -5%
O=S(=O)(c1ccc(SCCOc2ccccc2)nc1)N1CCCC1 | nt | 3.4% | 35% | -9% | -17%
CC(C)C(c1nnnn1C1CCCCC1)N1CCN(c2ncccn2)CC1 (stereo not given) | -8% | 3.0% | -5% | -1% | 3%
COC(=O)c1ccc(NC(=O)CSc2nnc(-c3cccnc3)o2)cc1 | 3% | 1.3% | 0% | -3% | -6%
SMILES | PhoP GFP inhibition | VEEV TC-83 Vero | M. tuberculosis | M. tuberculosis HTS | influenza NS1A | others
O=c1cc(-c2ccccc2)nc(N2CCCCC2)[nH]1 | -1% | i | 8% | -1% | 4% | VEEV TC-83 Vero 10K pilot screen=0.0
O=C(COc1ccc([N+](=O)[O-])cc1)NN=C1CCCC1 | -4% | 0.1% | -13% | -14% | -3%
C=CCNC(=O)c1cc2c(=O)n3cccc(C)c3nc2s1 | 1% | 0.1% | -19% | 2% | 21%
Cc1ccc(-c2nnn(CC(=O)Nc3ccccc3-c3ccccc3)n2)c(-n2cnnn2)c1 | nt | 3.1% | nt | nt | -6%
CCCCNC(=O)COC(=O)c1cc(C)oc1C | -11% | i | 22% | 5% | 1%
O=C(CN(Cc1ccccc1F)C(=O)Cn1nnc(-c2cccs2)n1)NCC1CCCO1 (stereo not given) | -2%&6% | i | -1% | -4% | 6%
Cc1cccc(-c2nc(CS(=O)CC(=O)NC3CCCC3)c(C)o2)c1 (stereo not given) | nt | i | nt | nt | -13%
COc1cccc(OCC(=O)Nc2ccccc2C(=O)Nc2ccc(C(=O)O)cc2)c1 | 10% | 2.5% | 3% | 10% | -11%

Screens from PubChem BioAssay.

The order is random. About 1.4% of those tested had a hit in this group.
